# BCR signal inh: blocks chronic active B-cell receptor signaling; ABC-DLBCL IkBa-CBG/CBR reporter, luminescence ratio, 4 h; Potency, µM (titrated, usually from 46.1 µM), for the others: top-dose ratio change, negative = lower green/red ratio, hits mostly inhibitors; 0.05% of 340,000 active; active means well fitted inhibition curve with a large enough effect in the signal ratio, with a control signal flat, not every such curve was filed as active; inconclusive means small, poorly fitted or top-dose-only effect, or effect the other way, or a change in a side signal; the % refers to the signal ratio;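 further: potency means the concentration at half of the fitted maximal effect; plate controls were basal doxycycline-induced cells for no effect and cells given 10 µM MG132 for full effect; MG132 reads +100%, hits lower the ratio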
#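 Concentration-response series (up to 46 uM) were applied to TMD8 dual-reporter cells for 4 h at 37C with doxycycline. Green/red ratio, after filter-overlap correction, defined %Activity; red signal alone was normalised to basal cells and zero luminescence.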
# hERG WT inh: inhibitors of human wildtype KCNH2 potassium channel | activity change, % at 1.84 µM | 0.37% of 340,000 active | U2OS, BacMam KCNH2, thallium flux FluxOr; active compounds read low;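 active means maximum activity change below -70%; inconclusive means maximum activity change between -70% and -50%; inactive means maximum activity change above -50%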; further: on the % scale 0 is the no-effect control and ±100 the full control effect
#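 U2OS cells transduced with wild-type KCNH2 virus are loaded with FluxOr dye for 45 min, and thallium flux is measured in kinetic reads before and after stimulation buffer. Rate constants are normalized to DMSO controls.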
# USP2a inh: blocks human ubiquitin-specific protease USP2a; USP2 core, Ub-CHOP2 coupled fluorogenic reporter, 485/531; AID 463254; 0.01% of 330,000 active; Potency, µM (series often up to 38.3 µM), for inactives: at the highest dose activity change, negative = inhibition, actives largely listed as inhibitors; O75604;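 further: potency means the concentration at half of the fitted maximal effect; plate controls were DMSO wells for no effect and full inhibition by NEM control for full effect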
#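 Deubiquitinase activity read as fluorescence (485/531 nm) after Ub-CHOP2 cleavage activates the enterokinase reporter on its substrate; USP2 core 10nM, Ub-CHOP2 and substrate 25nM each, 30min compound preincubation then 60min RT; data normalized to NEM, curves fitted.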
# Mito fusion act: mitochondrial division inhibition or fusion activation. S. cerevisiae fusion-defective mutant growth rescue, CellTiterGlo 48 h. Potency, µM (titrated, usually from 46.1 µM), for the others: top-dose growth rescue (activation), most hits filed as activators. 0.23% of 320,000 active. AID 485298;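 further: potency means the concentration at half of the fitted maximal effect; % of control where 0% means no effect; nearly all actives have a fitted effect of over 45% in size; temperature-sensitive fusion mutants such as fzo1-1 at 37 °C on non-fermentable ethanol glycerol medium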
#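 Temperature-sensitive fusion-defective S. cerevisiae (e.g. fzo1-1, mgm1-5) were grown with compound in YPEG medium (3% ethanol, 3% glycerol) for 48 hours at 37C. Growth rescue was measured as viability by CellTiterGlo luminescence after 10 minutes at ambient.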
# Menin MLL FP TR: menin-MLL binding inhibition, Texas Red mutant peptide; O00255; Menin + Texas Red MLL mutant peptide, fluorescence polarization; Potency, µM (highest dose often 61.6 µM), for inactives: top-dose FP activity change, negative = inhibition, most hits filed as inhibitors; 0.23% of 270,000 active; AID 1768; active means well fitted inhibition curve with a large enough effect in the polarisation, with a control signal flat, not every such curve was filed as active; inconclusive means small, poorly fitted or top-dose-only effect, or effect the other way, or a change in a side signal; inactive means no such curve, though single readings can be large or run the other way; the % refers to the polarisation; further: potency means the concentration at half of the fitted maximal effect; % of control where 0% means no effect; many of its hits are not listed in these tables
# Eya2 inh: Eya2 (human) phosphatase inhibition; recombinant Eya2, OMFP fluorescence dephosphorylation (OMFP is methylfluorescein phosphate); Potency, µM (top dose mostly 76.9 µM), for inactives: at the highest dose activity, negative = inhibition, actives largely listed as inhibitors; AID 488837; 0.006% of 330,000 active; further: potency means the concentration at half of the fitted maximal effect; on the % scale 0 is the no-effect control and ±100 the full control effect
#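 Eya2 (0.2 uM) preincubated 10 min at ambient with compound, then OMFP substrate added at 50 uM; 10 min reaction in 50 mM HEPES pH 7.5, 50 mM NaCl, 5 uM MgCl2, 0.05% BSA, 1 mM DTT. Fluorescence read at Ex 485/Em 525 nm.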
# TSHR antagonist: human thyrotropin receptor antagonism; P16473; TSHR-expressing cells, TSH-stimulated cAMP HTRF, 2 h; active compounds read low; activity change, negative = inhibition, % at 11.5 µM; 0.2% of 330,000 active;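 active means activity change below a set negative limit, meaning inhibition stronger than a set level, cut at about -70% in these data; inconclusive means activity change between two set negative limits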; further: on the % scale 0 is the no-effect control and ±100 the full control effect
#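 Competitive HTRF cAMP read-out (cryptate anti-cAMP antibody, cAMP-d2; 30 min, room temperature) in freshly harvested TSHR cells. Compounds added before TSH at EC80 (4nM final), followed by 2 hours' incubation at 37 deg C.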
# ASM inhibitor: blocks human secretory acid sphingomyelinase; Potency, µM (doses to about 57.5 µM), inactives show at the top dose activity change, negative = inhibition, actives largely listed as inhibitors; AID 504937; 0.006% of 340,000 active; placental ASM, HMU-PC fluorogenic substrate, 60 min; further: potency means the concentration at half of the fitted maximal effect
# Target sequence (P17405 47-631 limits assumed): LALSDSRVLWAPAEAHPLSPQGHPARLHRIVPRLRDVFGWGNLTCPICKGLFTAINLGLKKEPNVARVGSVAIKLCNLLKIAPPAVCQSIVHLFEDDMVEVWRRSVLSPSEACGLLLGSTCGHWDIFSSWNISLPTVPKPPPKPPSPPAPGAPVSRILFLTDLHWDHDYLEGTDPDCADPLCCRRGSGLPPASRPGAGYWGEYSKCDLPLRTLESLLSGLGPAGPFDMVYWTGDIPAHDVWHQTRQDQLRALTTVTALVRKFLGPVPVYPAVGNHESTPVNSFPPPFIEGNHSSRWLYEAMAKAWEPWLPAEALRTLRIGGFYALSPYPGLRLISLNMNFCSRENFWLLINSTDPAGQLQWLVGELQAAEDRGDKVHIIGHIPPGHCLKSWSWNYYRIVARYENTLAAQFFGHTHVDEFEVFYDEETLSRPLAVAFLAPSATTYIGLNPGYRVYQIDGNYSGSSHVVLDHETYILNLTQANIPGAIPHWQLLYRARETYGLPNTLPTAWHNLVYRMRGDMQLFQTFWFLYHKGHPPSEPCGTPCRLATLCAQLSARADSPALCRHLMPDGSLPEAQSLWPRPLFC
#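 Fluorescence read-out (Ex 386 nm, Em 447 nm) after stopping the reaction at pH 10. Enzyme: ASM from human placenta; substrate HMU-PC0, 9 uM final; 60 min, 37 °C. Compound preincubation 10 min, ambient temperature.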
# MBNL1 CUG block: inhibitors of human MBNL1 binding to CUG repeat RNA; Q9NR56; Potency, µM (series often up to 57.5 µM), for the others: top-dose activity change, negative = inhibition, hits mostly inhibitors; 0.036% of 280,000 active; TR-FRET MBNL1-His/biotin-(CUG)12 binding, 665/545 ratio; active means well fitted inhibition curve with a large enough effect in the signal ratio, with a control signal flat, not every such curve was filed as active; inconclusive means small, poorly fitted or top-dose-only effect, or effect the other way, or a change in a side signal; inactive means no such curve, though single readings can be large or run the other way; the % refers to the signal ratio; further: potency means the concentration at half of the fitted maximal effect; on the % scale 0 is the no-effect control and ±100 the full control effect
#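 MBNL1-His + Biotin-(CUG)12, cpd titration 92 nM–58 uM; Tb anti-His Ab 0.055 ng/ul, SA-XL665 5 nM (final); 60 min RT; ratiometric 665/545 nm, Ex 340 nm; normalized to buffer and full-complex controls.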
# PKM2 activator: activators of human pyruvate kinase M2; P14618; purified PKM2, Kinase-Glo ATP luminescence, activation; response scale: 0% is enzyme alone, no compound; Potency, µM (top dose mostly 57.5 µM), for the others: at the highest dose activation, actives largely listed as activators; 0.34% of 260,000 active; AID 1631; further: potency means the concentration at half of the fitted maximal effect; on the % scale 0 is the no-effect control and ±100 the full control effect; nearly all actives have a fitted effect of over 55% in size
# Target sequence (P14618 whole entry, looked up): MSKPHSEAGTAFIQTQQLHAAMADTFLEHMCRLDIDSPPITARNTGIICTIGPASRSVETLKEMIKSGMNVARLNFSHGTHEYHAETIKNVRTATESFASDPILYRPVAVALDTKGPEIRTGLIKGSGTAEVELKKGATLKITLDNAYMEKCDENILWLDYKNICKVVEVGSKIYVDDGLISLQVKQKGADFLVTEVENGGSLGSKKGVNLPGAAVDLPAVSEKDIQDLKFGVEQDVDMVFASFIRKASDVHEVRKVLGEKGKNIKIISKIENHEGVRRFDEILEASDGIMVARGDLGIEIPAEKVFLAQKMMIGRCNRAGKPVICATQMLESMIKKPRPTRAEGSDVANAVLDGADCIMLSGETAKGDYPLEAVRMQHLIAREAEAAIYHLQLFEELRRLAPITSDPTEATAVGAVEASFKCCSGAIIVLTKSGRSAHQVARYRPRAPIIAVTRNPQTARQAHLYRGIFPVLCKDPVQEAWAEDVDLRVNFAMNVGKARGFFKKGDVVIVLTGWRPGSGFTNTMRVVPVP
#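 hPK-M2, >95% pure; 0.1 mM ADP / 0.5 mM PEP final; imidazole pH7.2 buffer w/ 7 mM MgCl2, 50 mM KCl; 1 h RT; Kinase-Glo lum. Intermediate enzyme activity for dual inhibitor/activator qHTS.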
# GALK inhibitor: galactokinase (human) inhibition; Purified GALK, Kinase-Glo residual ATP luminescence; P51570; Potency, µM (highest dose often 57.5 µM), inactives show at the highest dose activity change, negative = inhibition, most hits filed as inhibitors; AID 1868; 0.007% of 270,000 active; further: potency means the concentration at half of the fitted maximal effect; on the % scale 0 is the no-effect control and ±100 the full control effect
#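 Compounds were pin-transferred into ATP buffer (35 uM final), then GALK plus galactose (5 nM, 100 uM final) was added. After 1 h at room temperature, Kinase-Glo Plus was added and luminescence read after 10 min.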
# The depositor's hits bear a star; ? = inconclusive; / = no result given; [ ] = remark or other dose. Unless noted, the call rests on the fitted dose curve; in most records, active means well fitted curve in the direction sought with a large enough effect; inconclusive means small, poorly fitted or top-dose-only effect, or another doubt; inactive means no such curve, though single readings can be large; an effect the other way counts as inactive or inconclusive.
SMILES,BCR signal inh,hERG WT inh,USP2a inh,Mito fusion act,Menin MLL FP TR,Eya2 inh,TSHR antagonist,ASM inhibitor,MBNL1 CUG block,PKM2 activator,GALK inhibitor
NC(=S)NNC(=O)[C@@H]1CCCC[C@@H]1C(=O)O,-0.5%,16.5,1.9%,-1.2%,-9.7%,3.7%,8.1,1.5%,5.0%[11.5 µM],-3.4%,/
COc1cc(O)c(C(CCN2CCN(c3ccccc3)CC2)c2ccc(N(C)C)cc2)c(OC)c1 (configuration not stated),?,/,3.7%,-86.2%[inhibitor],-12.3%,-3.7%,-3.8,4.3%,10.9%,-1.1%,5.2%
O=C(CSc1nnnn1Cc1ccccc1)NCC(=O)c1ccccc1,?,-1.5,0.3%,2.6%,-8.4%,-19.4%,1.5,1.5%,5.2%,-1.3%,-0.4%
CCOc1ccc(Cn2c(=O)oc3ccccc32)cc1,-8.8%,-10.0,2.0%,0.6%,-24.8%,-2.3%,11.4,2.3%,-1.4%,-14.0%,-1.4%
O=C(C(Cl)c1ccccc1)N1CCCC1 (configuration not stated),0.3%,14.4,1.3%,-4.8%,-6.5%,1.4%,3.7,7.8%,-3.6%,1.2%,10.1%
CC(C)(C)SCCNC(=O)/C=C/c1cccc([N+](=O)[O-])c1,?,-2.0,-0.7%,-4.9%,7.3%,-7.0%,7.1,1.2%,/,2.3%,-0.4%
O=C(Nc1nc2ccccc2[nH]1)C1CCCC1,?,-2.7,3.7%,-0.2%,10.1%,4.6%,3.9,1.2%,2.0%,-2.9%,-2.7%
c1ccc(Cn2ccnc2SCc2nnc(-c3ccccc3)o2)cc1,/,3.8,/,-5.5%,-25.2%,/,/,-0.5%,1.8%,0.0%,0.3%
O=C([C@H](Cc1ccc(O)cc1)n1cc(CCO)nn1)N1CCNCC1,-7.3%,-2.9,-0.3%,-1.0%,22.7%,4.5%,-8.4,4.1%,-18.0%,-12.3%,1.0%
CCCNC(=O)CCc1nnc2ccc(N3CCC(C)CC3)nn12,-0.6%,-21.6,3.8%,1.1%,-13.8%,-1.0%,-4.7,0.3%,0.2%,/,/
O=C(CSc1nc2ccccc2c2nc3ccccc3n12)NCc1ccco1,?,10.0,-0.7%,2.9%,-11.5%,-7.7%,3.0,-2.1%,6.9%,?,-0.5%
COc1ccc(NC(=O)c2cc(-c3cc(OC)c(OC)c(OC)c3)nc3ccccc23)c(OC)c1,0.7%,-0.8,0.6%,?,13.1%,8.1%,1.0,-3.8%,-5.9%,1.5%,0.9%
CCN(CC)S(=O)(=O)c1cc(C(=O)c2nccn2C)ccc1Cl,-10.8%,-3.2,-2.4%,0.6%,0.2%,-6.8%,-5.7,-0.2%,-1.8%,-1.2%,7.7%
O=C(c1cc2c([nH]c1=O)CCCC2)N1CCc2c([nH]c3ccccc23)C1c1ccccc1F (configuration not stated),?,-0.4,-13.9%,-6.2%,?,-10.0%,0.8,-16.4%,-9.9%,-7.6%,3.6%
COc1ccc(Cn2nnnc2C(c2cc3cc(C)ccc3[nH]c2=O)N2CCN(C)CC2)cc1 (configuration not stated),3.9%,1.8,6.1%,7.6%,-13.2%,-2.6%,-8.8,18.2%,-0.4%,-4.2%,-2.0%
Cc1c(C)c2ccc(OCC(=O)NCCCN3CCCC3=O)cc2oc1=O,?,2.2,-0.1%,5.0%,/,8.3%,3.8,5.4%,11.9%,/,8.7%
O=C(N/N=C/c1ccc(OC(F)F)cc1OC(F)F)NC1CCCCC1,0.3%,-6.3,-7.5%,28.8%,4.3%,-10.3%,-6.0,-13.5%,-2.0%,-0.2%,4.4%
COCCNC(=O)C(c1cccnc1)N(Cc1ccc(C)cc1)C(=O)Cn1nnc2ccccc21 (configuration not stated),-4.8%,5.4,-1.2%,5.2%,-12.5%,-3.9%,4.0,-1.0%,-4.6%,-2.2%,12.4%
CCc1cccc(C)c1NC(=O)CCN1C(=O)NC(C)(C)C1=O,0.1%,-6.0,0.1%,-2.8%,/,7.5%,7.7,3.1%,/,/,/
OC1(c2cccs2)CN(c2ccc(Cl)cc2)C2=[N+]1CCCC2 (configuration not stated),-11.6%,8.1,-0.1%,-0.3%,3.1%,-6.5%,1.8,0.3%,-8.1%,1.8%,8.2%
CC(C)c1ccc(/C=N/N2CCN(c3ccccn3)CC2)cc1,?,-2.9,-0.1%,-1.7%,/,13.3%,-17.9,11.9%,/,-1.6%,0.2%
CCC(C)C(=O)Nc1ccc(S(=O)(=O)N2CCCC2)cc1 (configuration not stated),-1.9%,5.4,-1.6%,-5.3%,10.5%,?,1.0,5.8%,-13.3%,-1.1%,-3.4%
CCOc1ccc(NC(=O)CSc2nnc(C)n2CC)cc1,0.5%,21.7,0.4%,2.0%,-13.1%,-3.3%,-0.5,0.7%,-2.3%,0.0%,0.0%
Cc1cc(C)cc(NC(=O)CN2C(=O)COc3ccc(S(=O)(=O)N4CCCC4)cc32)c1,7.5%,-9.6,1.4%,1.2%,9.4%,-3.4%,-0.9,3.4%,1.0%,/,0.0%
COc1ccc(OC)c(NC(=O)CN2C(=O)C(=O)N(Cc3ccccc3)C2=O)c1,1.0%,16.8,3.8%,2.6%,/,4.9%,1.9,-2.2%,/,/,/
Cc1cccc(NC(=O)Cn2cc(C(=O)c3ccco3)c3ccccc32)c1,-4.7%,-6.1,1.2%,-5.5%,?,-2.1%,-1.9,-9.3%,1.0%,3.0%,-1.6%
Cc1ccccc1NC(=O)COC(=O)CCc1c[nH]c2ccccc12,1.1%,-5.1,3.6%,5.6%,/,-2.4%,-10.6,-1.1%,/,/,/
O=C1OCC(CO)(CO)N=C1NNc1ccc(Cl)c(Cl)c1,?,5.7,1.7%,-4.4%,16.2%,3.9%,17.4,-17.4%,16.0%,1.1%,-2.0%
C/C(=N/NC(=O)c1ccncc1)C1=C(O)CC(C)(C)CC1=O,-2.0%,3.4,-0.9%,1.2%,-1.3%,3.9%,0.0,-3.0%,/,0.5%,14.0%
COc1ccc(NC(=O)CSc2ccc(-c3cccs3)nn2)c(OC)c1,?,6.7,0.6%,18.0%,13.0%,-6.9%,-2.5,-0.8%,8.1%,11.2%,0.9%
O=C(Nc1cccc([N+](=O)[O-])c1)c1ccc(CSc2ccccc2)cc1,0.5%,-6.8,1.0%,1.7%,?,-4.2%,-20.0,-6.5%,-3.5%,-0.2%,-3.6%
COc1cc(/C=C/C(=O)N2CCCN(C(=O)/C=C/c3cc(OC)c(OC)c(OC)c3)CC2)cc(OC)c1OC,-14.7%,/,5.1%,-2.5%,-1.6%,8.3%,-1.3,12.7%,5.6%,0.0%,-1.0%
Cc1cc(N2CCN(C)CC2)n2cc(-c3ccc(F)cc3)nc2n1,-5.1%,1.1,-0.3%,-2.8%,-11.9%,-1.8%,-4.6,16.0%,2.8%,-0.1%,0.8%
O=C(Cc1ccc(F)cc1)Nc1ccc(S(=O)(=O)N2CCCC2)cc1,-10.0%,0.6,0.4%,1.5%,/,-1.8%,20.9,5.6%,/,/,/
Cc1ccc(OCC(=O)N/N=C\c2ccc(O)cc2)c([N+](=O)[O-])c1,-17.6%,-6.1,0.0%,-3.1%,-9.5%,2.2%,-5.5,-2.7%,13.7%,3.5%,4.7%
C/C(=N\Nc1ncc(Cl)cc1Cl)c1ccc(C#N)cc1,?,-1.5,-0.7%,-1.4%,-17.5%,-5.8%,2.5,11.4%,/,13.2%,-6.7%
CCCCn1nnc(NC(=O)c2sc3cc(Cl)ccc3c2Cl)n1,-6.6%,-9.4,-1.1%,-1.3%,3.6%,-6.1%,-0.5,1.3%,38.9%[activator],0.8%,-1.2%
COc1ccc(Cl)cc1NC(=O)CN(C)C(=O)CN1C(=O)NC(C)(C)C1=O,2.4%,14.5,1.5%,-1.1%,/,-12.1%,0.8,5.0%,/,/,/
COc1ccc(OCC(=O)OCC(=O)NCc2ccco2)cc1,3.1%,-5.2,5.2%,-3.4%,4.3%,-0.7%,4.3,-1.9%,1.4%,-4.8%,2.4%
C/C(CC(=O)Nc1cccc(C(F)(F)F)c1)=N\NC(=O)C(=O)NCC(C)C,-11.5%,2.8,-9.2%,3.0%,2.9%,-5.6%,46.7,-1.3%,-3.4%,6.1%,-1.4%

# Screening data as filed in PubChem BioAssay.

# A portion of the library; rates above refer to the full screens.
